Screening data from PubChem BioAssay.
mcGAS MS inh = mouse cGAS inhibition by mass spec; Q8C6L5; recombinant mouse cGAS, cGAMP by RapidFire MS; inhibition, % at 12.5 µM; hit rate 0.18% among 130,000; AID 1259397;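 active = inhibition of cGAS enzyme activity at or above 60%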;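 note: enzyme stimulated by 45 bp dsDNA with ATP and GTP substrates; cGAMP share of summed cGAMP plus half ATP and half GTP signals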
Target sequence (Q8C6L5 whole entry, looked up): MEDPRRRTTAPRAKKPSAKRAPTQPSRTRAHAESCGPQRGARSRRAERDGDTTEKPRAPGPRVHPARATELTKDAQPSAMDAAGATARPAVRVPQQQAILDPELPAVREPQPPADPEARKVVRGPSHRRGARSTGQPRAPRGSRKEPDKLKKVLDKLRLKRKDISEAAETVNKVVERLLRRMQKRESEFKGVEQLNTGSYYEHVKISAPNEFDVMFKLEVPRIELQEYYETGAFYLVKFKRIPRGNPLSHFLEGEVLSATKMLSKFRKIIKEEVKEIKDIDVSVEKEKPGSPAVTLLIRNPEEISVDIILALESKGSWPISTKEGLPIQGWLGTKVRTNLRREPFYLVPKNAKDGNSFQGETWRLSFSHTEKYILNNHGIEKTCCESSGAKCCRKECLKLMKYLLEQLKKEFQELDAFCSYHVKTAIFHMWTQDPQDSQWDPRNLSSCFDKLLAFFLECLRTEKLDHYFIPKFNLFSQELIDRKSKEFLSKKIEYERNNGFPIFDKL
Numbers without * were called inactive; & = joins results of further samples. A portion of the library. The share of hits here may be higher or lower than overall.

Preview:
mcGAS MS inh,SMILES
-1,Cc1ccc(C(=O)N(C)C)cc1NC(=O)N1CC(C)OC(c2ccccc2)C1 (centres undefined)
-12&1&2&3,N[C@@H]1CONC1=O

Results, from the start:
mcGAS MS inh,SMILES
-1,Cc1ccc(C(=O)N(C)C)cc1NC(=O)N1CC(C)OC(c2ccccc2)C1 (centres undefined)
-12&1&2&3,N[C@@H]1CONC1=O
-15,CCCN(Cc1nccn1C)C(=O)c1ccc(-n2cnnc2)cc1
-9,COc1ccc(NC(=O)C2CCN(C)C2)cc1OC(F)F (centres undefined)
1,Cc1cccc(OCC(=O)N2CCN(c3ccccc3O)CC2)c1
-10,CN(C)S(=O)(=O)NC1CC(=O)N(CCc2ccccc2)C1 (centres undefined)
-12,Cc1cc(C)nc(NC(=O)NCCCSc2ncccn2)n1
-2,CCCc1nc(CN(CC)C(=O)Cc2ccc3c(c2)NC(=O)CO3)no1
-21,CCN(CC)S(=O)(=O)c1ccc2c(c1)CCN2C(=O)C1COc2ccccc2O1 (centres undefined)
-5,CCC(C)CNCC(=O)N1CCc2sccc2C1COc1cccc(C)c1 (centres undefined)
-9&-3,COc1ccc2cc(CCC(C)=O)ccc2c1
-6,O=C(Cn1ncc(Cl)c(Cl)c1=O)N(C1=CCCCC1)C1CC1
-14,N#CCCN(C(=O)c1cc(Cl)c[nH]1)c1ccc2c(c1)OCCO2
-9,CN(CC1COc2ccccc2O1)C(=O)c1ccc(NCc2ccncc2)nc1 (centres undefined)
-4,O=C1CCc2cc(C(=O)N3CCCC3c3nnc4ccccn34)ccc2N1 (centres undefined)
-11,CCC(SCc1cc2c(cc1Br)OCCO2)C(=O)Nc1cc(C)on1 (centres undefined)
-1,CCc1nc(CN(C)C(CC)c2cccnc2)c(C)[nH]1 (centres undefined)
-24,Cc1ccc(C)c(NC(=O)c2cn(C)c3c(=O)n(-c4ccccc4)c(=O)[nH]c23)c1
-1,Cn1c(=O)[nH]c(=O)c2c1nc(SCC(=O)OCc1ccccc1)n2CCCc1ccccc1
-5,CC1CC(C)CN(C(=O)C(C)OC(=O)c2ccc3nc(N)sc3c2)C1 (centres undefined)
-23,Cn1c(SCC(=O)N2CCC(C(=O)Nc3ccccc3)CC2)nc2sccc2c1=O
2,COc1ccc([S+]2CCCCC2)cc1
4,Cc1c(C)c2ccc(O)c(I)c2oc1=O
-3,N#CC1(c2nc3ccccc3[nH]2)Cc2c(F)cccc2N2CCCC21 (centres undefined)
6,c1cc(OCc2noc3c2CCCC3)cc(-n2ccnc2)c1
-8,CS(=O)(=O)NCCc1ccc(-c2csc(-c3ccco3)n2)s1
-7&4,Cc1cc(C)n(CC(C)NCC(=O)Nc2cnccn2)n1 (centres undefined)
1,CC(=O)CCN1C(=O)NC2(CCCCCC2)C1=O
-12,CCN(CC)Cc1c(O)ccc2c(CN(CC)CC)c(O)ccc12
-8,CCN(C/C=C/c1ccccc1)C(=O)c1cnc2ccccn2c1=O
-7,CCCc1cc(=O)[nH]c(N=C(NC(=O)c2ccccc2)Nc2ccccc2)n1
8,N#Cc1nc(Cl)c(Cl)c(N)c1Cl
0,CC(Nc1ccn(CCS(C)(=O)=O)n1)c1ccc(C#N)cc1 (centres undefined)
-3,COc1cc(CN2C(=O)C(Cc3ccccc3)ON=C2C)cc(OC)c1 (centres undefined)
-2,CCOC(=O)N1CCC(NC(=O)CN(Cc2c(F)cccc2Cl)C2CC2)CC1
-3,Cc1csc(NC(=O)CN(C)c2ccc(F)cc2)n1
-7,O=C(NNS(=O)(=O)c1ccccc1)c1cncn1-c1ccc(F)cc1
-5,c1nc(NC2CCCCCCCCCCC2)c2cn[nH]c2n1
-4,CCN(CC)S(=O)(=O)c1ccc(NC(=O)c2cc(C)oc2C)cc1
-9,CC(=O)N1Cc2cc(Cl)ccc2CC1c1ccccc1 (centres undefined)
-13,COc1cc(OC)c(OC)cc1C=C1N=C(c2ccccc2I)OC1=O
-7,CC(=O)N1CCCc2ccc(S(=O)(=O)NCC3CC=CCC3)cc21 (centres undefined)
-6,CCOC(=O)c1c(NC(=O)c2ccc(OC)cc2)sc(C(=O)Nc2ccccc2C(F)(F)F)c1C
-7,COCC(C)(NC(=O)Cc1ccc(Cl)cc1Cl)C(=O)OC (centres undefined)
78*,Cc1ccc(-c2cnc(CCC(=O)N3CCc4ccccc4C3)o2)cc1C
-7,CCC1=NN2CCS(=O)(=O)N=C2S1
-2,CC1CC(C)CN(CCCNC(=O)c2ccnc(N3CCOC(C)C3)c2)C1 (centres undefined)
-11,CN=c1scc(-c2ccc(F)cc2)n1N=Cc1ccc2c(c1)OCO2
-3,Cc1ncc(C)c(N2CCC(C3(Cc4ccc(F)cc4)NC(=O)NC3=O)CC2)n1 (centres undefined)
-26,CCCn1cc(C(=O)N2CCC(O)(c3ccc(C)cn3)CC2)c(C)n1

Continued (3 carried over from the part before).
mcGAS MS inh,SMILES
-11,CN=c1scc(-c2ccc(F)cc2)n1N=Cc1ccc2c(c1)OCO2
-3,Cc1ncc(C)c(N2CCC(C3(Cc4ccc(F)cc4)NC(=O)NC3=O)CC2)n1 (centres undefined)
-26,CCCn1cc(C(=O)N2CCC(O)(c3ccc(C)cn3)CC2)c(C)n1
-2,Cc1nc(N2CC(C)OC(C)C2)nc(NCc2ccccc2)c1[N+](=O)[O-] (centres undefined)
-22,CCc1nc(C)c(C(=O)N(C)Cc2ccc3nsnc3c2)o1
-13,COc1cccc(-n2cc(CN(C)Cc3cccc4nccnc34)cn2)c1
-5,O=C(Cn1ccc([N+](=O)[O-])n1)N1CCc2ccccc21
-6,c1ccc2oc(SCc3cn4ccccc4n3)nc2c1
0,O=C1NCCCCC1Sc1n[nH]c(C2CC2)n1 (centres undefined)
-10,COC(=O)C(c1ccccc1Cl)N1CCN(C(=O)Nc2ccccc2F)CC1 (centres undefined)
-4,COc1ccc(NC(=O)C2CSCN2C(=O)c2cccnc2)cc1 (centres undefined)
-4,Clc1ccc2sc(SCc3cn4ccccc4n3)nc2c1
-13,Cc1ccc(S(=O)(=O)NCc2ccc3c(c2)OCCO3)cc1C
-6,CCN1CCN(c2ccc(NC(=O)c3sccc3C)c(C)c2)CC1
-10,O=C(CCc1nc2ccccc2[nH]1)N1CCc2c(ncnc2N2CCOCC2)C1
-17,Clc1ccc(C2CN(CCCn3ccnc3)CCO2)cc1 (centres undefined)
-7,Cc1ccc(S(=O)(=O)NC(=O)C2(C)CCN2C(=O)COc2ccc(Cl)cc2)cc1 (centres undefined)
-3,CNC(=O)CC(C)N(C)C(=O)Cc1nc(C)sc1C (centres undefined)
4,CN1CCC(N(C)c2nc(CCN)nc3ccccc23)C1 (centres undefined)
-8,CCCCCn1c(N2CCN(Cc3c(Cl)cccc3Cl)CC2)nc2c1c(=O)[nH]c(=O)n2C
-64,COCc1cc(CNC(=O)c2cn(-c3ccccc3)nn2)[nH]n1
0,CCOC(=O)c1ccc(NC(=O)CC2CSc3nc4[nH]ncc4c(=O)n32)cc1 (centres undefined)
-2,COc1ccccc1C1(CNC(=O)C(=O)Nc2ccc(N3CCCS3(=O)=O)cc2)CCOCC1
-3,CCCN(C/C=C/I)C1CCc2cccc(O)c2C1 (centres undefined)
-19,Cn1cnnc1Sc1ccc(NS(=O)(=O)N2CCc3ccccc3C2)cc1
6,O=C(CCc1ccc(O)cc1)c1c(O)cc(O)cc1O
-10,COC(=O)c1[nH]c(C)cc1NC(=O)C1C2CCCCC21 (centres undefined)
-8,COc1ccc(Cn2c(C)cc(O)c(C(c3cccnc3)N3CCN(c4ccccc4)CC3)c2=O)cc1 (centres undefined)

6 compounds out of the list, sorted by length of the SMILES, falling:
mcGAS MS inh,SMILES
-10,O=C(CCc1nc2ccccc2[nH]1)N1CCc2c(ncnc2N2CCOCC2)C1
-6,CCN1CCN(c2ccc(NC(=O)c3sccc3C)c(C)c2)CC1
-3,CNC(=O)CC(C)N(C)C(=O)Cc1nc(C)sc1C (centres undefined)
-4,Clc1ccc2sc(SCc3cn4ccccc4n3)nc2c1
-6,c1ccc2oc(SCc3cn4ccccc4n3)nc2c1
0,O=C1NCCCCC1Sc1n[nH]c(C2CC2)n1 (centres undefined)

Going on with the list.
mcGAS MS inh,SMILES
2,NC(=O)C(Nc1ccc(Cl)cc1)c1ccc(F)cc1 (centres undefined)
-3&1&3,CC(C)C(=O)Nc1ccc([N+](=O)[O-])c(C(F)(F)F)c1
-17,O=C(Nc1ccc2c(c1)OCCCO2)C1CC(c2cccc(F)c2)=NO1 (centres undefined)
-2,CCC1=C(C(=O)OC)C(c2cccs2)N2C(CC(=O)O)=CSC2=N1 (centres undefined)
3,COc1cccc(NC(=O)C2(C)CCN2C(=O)CC2CCCC2)c1 (centres undefined)
-11,CCC(=O)Nc1cc(Cl)ccc1C(=O)N1C[C@H](OC(C)C)[C@@H](O)C1
5,CC(C)c1ccc(S(=O)(=O)NCc2ccc3c(c2)OCO3)cc1
-3,OCCC1CN(Cc2cccc3cnccc23)CCN1Cc1ccsc1 (centres undefined)
-13,CC(=O)NC(C)(C)c1noc(CC2CCCc3ccccc32)n1 (centres undefined)
-2,Cc1nn(-c2ccc(F)cc2)c(C)c1CNC(C)Cn1cncn1 (centres undefined)
-3,CCN(CC1CCN(CCc2ccccc2C)CC1)C(=O)c1csc(C)n1
4,O=C1CC(C(=O)O)C(C(=O)O)O1 (centres undefined)
-1,c1cnc(CCNc2ccc(-c3nc(C4CC4)no3)cn2)cn1
3,CC(OC(=O)CCc1nc2ccccc2o1)C(=O)NC(C)(C)C (centres undefined)
-4,CCOc1ccc(OCCCOc2ccccc2)cc1
-18,NC(=O)c1cc(-c2csc(CN3CCOC3=O)n2)ccc1O
-5,O=C(NCCn1cccn1)c1cc(Cn2ccc3ccccc32)[nH]n1
-5,CCO/C=C(\C(=O)OCC)c1cc(=O)[nH]c(=O)[nH]1
-16,Cc1nn(CC(C)C)c(N(C)C)c1CNCc1ccc(C(C)O)cc1 (centres undefined)
-7,O=C(Nc1nnc(-c2cc(Cl)sc2Cl)o1)C1CC1
2,Cc1c(C(=O)NCc2ccc(Cl)c(Cl)c2)sc(=O)n1CCc1ccccc1
-7,Fc1ccc(CNCc2ccsc2)cc1
1,CNC(=O)CN(Cc1ncc(Cl)n1C)c1ccccc1C
-6,Cn1c2c(c(=O)n(C)c1=O)C(c1cc([N+](=O)[O-])ccc1O)C1C(=O)c3ccccc3C1=N2 (centres undefined)
5,CS(=O)(=O)NCc1ccnc(N2CCN(c3ccc(F)cc3)CC2)c1
-26,O=C1CC(CNc2nnc(C3CC3)s2)c2ccccc2N1 (centres undefined)
2,COC(=O)c1ccc(CSc2nnc3n(N)cnn23)cc1
1,CCOC(=O)C1(CCOc2ccccc2)CCN(S(=O)(=O)c2c(C)noc2C)CC1
4,Cc1ccc(F)cc1NC(=O)CSc1ccc(Br)cc1C
-6,NS(=O)(=O)c1ccc(CCNC(=O)CSc2ncccc2Cl)cc1
2,C=CCNC(=O)C(C)Nc1ccc(C)c(C)c1 (centres undefined)
-16,CN(Cc1ccn(C)c(=O)c1)CC(c1cccs1)N1CCOCC1 (centres undefined)
-5,Cc1ccc(Nc2nc(Nc3cccc(F)c3)nc3nccnc23)c(C)c1
-3,COc1ccc(Cl)c2sc(N3CCN(C(=O)CS(=O)(=O)c4ccc(F)cc4)CC3)nc12
-6,Cc1cn2c3c(=O)n(Cc4ccccc4)c(=O)n(C)c3nc2n1CCN1CCOCC1
-6,CCCn1ccnc1SC(C(N)=O)c1ccccc1 (centres undefined)
-3,O=C(CN(CC(O)c1ccc(F)cc1)C1CC1)NCc1cccs1 (centres undefined)
-15,CC(C)(C)N(Cc1ccccc1)C(=O)c1ccccc1Br
-21,Cc1cc(C(=O)CSc2nnnn2C2CCCC2)c(C)n1CC1CCCO1 (centres undefined)
-6,CS(=O)(=O)c1ccc(CN2CCC(c3ccnc(-c4ccncc4)c3)C2)cc1 (centres undefined)
-2,O=C(c1ccc(Cn2ccnc2)cc1)N1CCN(C(=O)C2CC2c2ccccc2)CC1 (centres undefined)
3,Cn1ccnc1C(NC(=O)c1cccc(S(=O)(=O)N2CCCCC2)c1)c1cccc(F)c1 (centres undefined)
-4,CC1CCN(c2nc3c(c(=O)[nH]c(=O)n3C)n2CCCc2ccccc2)CC1
44,Cc1sc2ncnc(N)c2c1C
-11,CCNC(=O)C(C)n1cnnc1C#N (centres undefined)
-22,CC(=O)CCc1c(C)[nH]c2ccc(C)cc2c1=S
-5,CCOC(=O)C1=C(CC)NC2=C(C(=O)CC(C)(C)C2)C1c1cccc([N+](=O)[O-])c1 (centres undefined)
-9,Cc1nc2ncccn2c1C(=O)N[C@H]1C[C@H]2C(=O)N(C)CC(=O)N2C1
2,CC(c1ccccc1)N(C)C(=O)CN1CC(C(N)=O)Cc2ccccc21 (centres undefined)
-37,Cc1nc(CNC(C)COc2ccccc2)cs1 (centres undefined)

Printed as active in mcGAS MS inh, of those listed so far:
mcGAS MS inh,SMILES
78*,Cc1ccc(-c2cnc(CCC(=O)N3CCc4ccccc4C3)o2)cc1C

Remaining list, next part
mcGAS MS inh,SMILES
-8,CCC1CCCCN1S(=O)(=O)c1ccc2c(c1)CCC(=O)N2 (centres undefined)
0,O=C(NCCc1nccc(-c2ccccc2)n1)C1CCC(=O)N(CCN2CCOCC2)C1 (centres undefined)
2,CC(C)Oc1ccc(C(=O)NCCc2nnc3ccccn23)cc1
-7,Cc1ccc(Cl)c(-c2nccn2CCN2CCCOC2=O)c1F
-2,CC(C(=O)NC(N)=O)N(C)Cc1ccc(C(=O)NC2CC2)cc1 (centres undefined)
2,CN(C)c1nc(N)nc(Nc2ccccc2C#N)n1
